4-MU autofl – compounds fluorescent in 4-MU spectral region. compound autofluorescence, 340/450 nm, 4-MU equivalents; hits give high values. max dye-equivalent concentration, M. 59,000 compounds, 11% hits; in the data active means max dye-equivalent concentration above about 10 nM; inconclusive means mostly about 1.1 nM to 9.6 nM
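Compounds in 100 mM Tris, pH 8.0, incubated 15 min at room temperature, then fluorescence read at 340 nm excitation/450 nm emission. Signal converted to 4-MU dye-equivalent concentration using an on-plate six-point 4-MU standard curve.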
BRCT inh red – disrupts BRCA1 BRCT binding to phosphoprotein, red fluorophore readout | P38398 | AID 892 | BRCT-phosphopeptide binding, red fluorescence polarization | 75,000 compounds, 0.03% hits | Potency, µM (doses to about 76.9 µM), inactives show at the top dose activity change, negative = inhibition, hits mostly inhibitors; further: on the % scale 0 is the no-effect control and ±100 the full control effect
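Fluorescence polarization: 100 nM His-tagged BRCA1 BRCT with 100 nM TAMRA-labelled phospho-BACH1 decapeptide, phosphate buffer pH 7.3 with 150 mM NaCl, DTT, 0.01% Tween 20; 12 min RT. Binding inhibition seen as FP decrease.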
Casp7 inh – blocks human caspase-7 allosterically or competitively | P55210 | recombinant caspase-7, Ac-DEVD-AFC fluorescence rate | Potency, µM (highest dose often 57.5 µM), without a hit: at the top dose activity change, negative = inhibition, actives largely listed as inhibitors | 75,000 compounds, 0.02% hits; active means well fitted inhibition curve with a large enough effect in the main read-out, with a control signal flat, not every such curve was filed as active; inconclusive means small, poorly fitted or top-dose-only effect, or a change in a side signal; further: potency means the concentration at half of the fitted maximal effect; % of control where 0% means no effect
Casp1 inh – allosteric or competitive inhibitors of human caspase-1; P29466; Caspase-1 enzyme, Ac-WEHD-AFC fluorogenic rate; Potency, µM (titrated, usually from 57.5 µM), for inactives: at the highest dose activity change, negative = inhibition, usual class: inhibitors; 75,000 compounds, 0.03% hits;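 further: potency means the concentration at half of the fitted maximal effect; plate controls were vehicle for no effect and no substrate for full effect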
BRCT inh green – BRCA1 BRCT-phosphoprotein interaction inhibition; P38398; BRCA1 BRCT-phosphopeptide binding, green fluorescence polarization; Potency, µM (highest dose often 76.9 µM), inactives show at the highest dose activity change, negative = inhibition, hits mostly inhibitors; 75,000 compounds, 0.05% hits; AID 875;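 further: potency means the concentration at half of the fitted maximal effect; plate controls were peptide without protein for full effect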
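Compounds were incubated for 12 min at room temperature with a complex of 100 nM fluorescein-tagged pBACH1 decapeptide and 250 nM His-tagged BRCT protein. Buffer was phosphate pH 7.3 with EDTA, DTT and Tween 20. Disruption of binding lowers the polarization signal.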
USP2a inh – blocks human ubiquitin-specific protease USP2a; O75604; USP2a enzymatic assay, qHTS inhibition; Potency, µM (highest dose often 38.3 µM), without a hit: top-dose activity change, negative = inhibition, hits mostly inhibitors; 60,000 compounds, 0.1% hits; AID 927;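 further: potency means the concentration at half of the fitted maximal effect; nearly all actives have a fitted effect of over 60% in size; plate controls were DMSO for no effect and NEM full inhibition control for full effect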
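USP2 core (20 nM final) was preincubated with compound for 30 min at RT in 20 mM Tris-HCl pH 8.0, 2 mM CaCl2, 2 mM beta-mercaptoethanol; Ub-PLA2 (20 nM) plus NBD C6-HPC (20 uM) then added, fluorescence read after 2.5 h.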
GFP derepression – epigenetic GFP locus derepression in mouse cells; AID 597; Potency, µM (highest dose often 46.1 µM), for inactives: at the highest dose GFP derepression (activation); 68,000 compounds, 0.09% hits; mouse C127i GFP locus derepression, cytometry, 30 h; further: % of control where 0% means no effect
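Derepression screen: silenced CMV-GFP reporter in murine C127i cells, 30 h compound incubation at 37 C, washed cells imaged by laser-scanning cytometer to enumerate GFP-expressing objects of 20 to 120 um.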
Fluorescein fluor – fluorescein region autofluorescence. Compound autofluorescence, 480/540 nm, fluorescein-equivalent; hits give high values. max fluorescein-equivalent concentration, M. 59,000 compounds, 0.91% hits; in the data active means max fluorescein-equivalent concentration above about 10 nM; inconclusive means between about 1.1 nM and that limit
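Each compound is tested across a concentration series in 100 mM Tris buffer at pH 8.0. After 15 min at room temperature, plates are imaged with 480 nm excitation and 540 nm emission filters, and intensities are converted to fluorescein-equivalent values.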
A350 autofl – A350 region autofluorescence; Compound autofluorescence, 340/450 nm, Alexa 350 dye-equivalents; hits give high values; max dye-equivalent concentration, M; 59,000 compounds, 11% hits; AID 590; in the data active means max dye-equivalent concentration above about 10 nM; inconclusive means mostly about 1.1 nM to 9.6 nM
HEK293 cAMP ctrl – counter-screen for TSHR agonists: cAMP increase in parental HEK293. Potency, µM (titrated, usually from 57.1 µM), for the others: top-dose activation, actives largely listed as activators. parental HEK293 CNG cAMP sensor, membrane potential fluorescence. 73,000 compounds, 2.5% hits; further: potency means the concentration at half of the fitted maximal effect; % of control where 0% means no effect; nearly all actives have a fitted effect of over 55% in size
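Parental HEK 293 cells stably expressing a cAMP-gated CNG channel were loaded with membrane potential dye containing 100 uM RO 20-1724 for 60 min. Compound added for 30 min; depolarization read as fluorescence intensity at 590 nm.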
Ub-GFP proteasome – proteasome inhibitors stabilizing ubiquitin-GFP reporter; Ubiquitin-GFP reporter cells, proteasome inhibition, GFP fluorescence; response scale: untreated = 0%, 10 µM MG-132 = 100%; Potency, µM (highest dose often 45.9 µM), without a hit: at the highest dose activation (GFP accumulation), actives largely listed as activators; 67,000 tested, under 10 active; active means well fitted activation curve with a large enough effect, not every such curve was filed as active; inconclusive means small, poorly fitted or top-dose-only effect, or another doubt; inactive means no such curve, though single readings can be large or run the other way; further: potency means the concentration at half of the fitted maximal effect
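U2OS Ub(G76V)-GFP reporter; O/N plating, 0.5% FBS; cpd 46 uM–2.9 nM, 4 h, 37 °C; GFP+ cell count, 488/515 nm; norm. to basal vs 10 uM MG-132; CRC fit.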
The depositor's hits bear a star; i = inactive; ? = inconclusive; . = no result given; & = joins results of further samples; [ ] = dose if it differs, or a comment. Unless noted, the call rests on the fitted dose curve; in most records, active means well fitted curve in the direction sought with a large enough effect; inconclusive means small, poorly fitted or top-dose-only effect, or another doubt; inactive means no such curve, though single readings can be large; an effect the other way counts as inactive or inconclusive.

SMILES	4-MU autofl	BRCT inh red	Casp7 inh	Casp1 inh	BRCT inh green	USP2a inh	GFP derepression	Fluorescein fluor	A350 autofl	HEK293 cAMP ctrl	Ub-GFP proteasome
CC(=O)N1CCC2(CCCN(C(=O)Nc3cccc(C#N)c3)C2)CC1	i	0.2%	0%	0%	-1.4%	2%	0%[9.22 µM]	i	i	-4%	-6%
O=C1C=C(NCc2ccco2)CCC1	?	-0.2%	-10%	-10%	-0.5%	-7%	-2%	i	?	-13%	-2%
Cc1cc(C(=O)N2CCN(C(c3ccccc3)c3ccccc3)CC2)on1	.	0.1%	-3%	-4%	0.2%	.	-6%	.	.	-8%	0%
O=c1c2ccccc2nc(SCc2cn3ccsc3n2)n1-c1ccccc1	i	1.0%	-6%	0%	3.8%	34%[activator]	0%	?	i	?	1%
CCCCN(CC)S(=O)(=O)c1ccc(C(=O)Nc2nnc(-c3cccs3)o2)cc1	i	0.2%	-1%	3%	3.3%	32%[activator]	0%	i	i	25%	0%
Cc1ccc2nc(NC(=O)CN(C)S(=O)(=O)c3cccc4nsnc34)sc2c1	i	-1.3%	0%	0%	-3.9%	-2%	2%	i	i	?	-7%
COc1ccc(C)cc1S(=O)(=O)N(CC(=O)O)c1ccccc1	i	1.1%	0%	4%	-2.7%	-2%	-2%	i	i	-37%[inhibitor]	8%
OCCN(Cc1ccccc1)Cc1ccccc1F	i	0.3%	1%	1%	-2.1%	9%	-3%	i	i	4%	0%
O=C(CC1(O)C(=O)N(Cc2ccccc2Cl)c2ccccc21)c1ccco1 (stereo not drawn)	i	-1.1%	-8%	0%	0.4%	17%	0%	i	i	6%	8%
CN(C)c1ccc(C(c2ccc(N(C)C)cc2)c2ccc([N+](=O)[O-])cc2)cc1	i	-2.2%[15.4 µM]	-1%[11.5 µM]	-2%[11.5 µM]	1.5%[15.4 µM]	.	0%[9.22 µM]	i	i	?	-2%[9.17 µM]
CN1CCN(c2oc(-c3cccs3)nc2S(=O)(=O)c2ccccc2)CC1	i	-1.7%	2%	-3%	-3.5%	12%	-2%	i	i	?	7%
CCCCn1c(NCCO)nc2ccccc21	.	1.4%	1%	-2%	-5.9%	.	.	.	.	5%	-4%
CCCCn1c(SCC(=O)Nc2nnc(CC)s2)nc2c1c(=O)n(C)c(=O)n2C	i	-0.9%	0%	-1%	-1.2%	.	8%	i	i	10%	-2%
Cc1ccc(C(=O)OCc2cc3ccccc3[nH]c2=O)cc1	i	-1.1%	1%	-1%	-1.8%	11%	0%	i	i	16%	7%
C=CCc1ccc(OCC(O)CN2CCCCC2)c(OC)c1 (stereo not drawn)	i	-1.0%	1%	-1%	-4.3%	14%	0%	i	i	19%	-2%
O=C(c1cccc(F)c1)N1CCC2(CCCN(Cc3nccs3)C2)CC1	i	-1.3%	-1%	-4%	0.2%	36%	0%[9.22 µM]	i	i	-4%	-9%
Cc1ccc2c(c1)nnn2C1CCN(CC(=O)Nc2ccccc2N2CCOCC2)CC1	i	-0.8%	-8%	-3%	2.6%	21%	-2%	i	i	-7%	-6%
CCOCCCN1CC(C(=O)NCCc2ccc(C)cc2)CC1=O (stereo not drawn)	i	-0.4%	3%	2%	-2.5%	3%	-2%	i	i	18%	-3%
O=C(COC(=O)c1c2c(nc3ccccc13)CCCC2)Nc1ccc2c(c1)OCO2	i	1.3%	0%[0.00368 µM]	-3%	0.5%	8%	1%	i	i	?	-3%
Cn1cc(C(=O)c2ccccc2)cc1-c1nc2ccccc2n1C	?	0.1%	-2%	0%	1.4%	15%	4%	i	?	30%	0%
COc1ccccc1NS(=O)(=O)c1ccc(C(=O)OCC(=O)NCc2ccco2)cc1	i	0.1%	-4%	0%	-0.3%	20%	9%	i	i	-1%	1%
COc1ccc(S(=O)(=O)Nc2cc(Cl)ccc2OC)cc1	.	-0.2%	1%	-3%	0.6%	-4%[7.66 µM]	-3%	.	.	2%[11.4 µM]	-6%[9.17 µM]
Cc1nc(N=Nc2ccc(S(=O)(=O)O)cc2S(=O)(=O)O)c(COP(=O)(O)O)c(C=O)c1O	i	-7.0%&-1.9%	?	?	-3.7%&-1.6%	-2%	3%&-1%	?	i	20%&8%	-2%&0%
CCCn1cnc2cc(NCc3cccc(OC)c3O)ccc21	i	1.2%	-1%	-2%	-0.9%	16%	-5%	i	i	-15%	-2%
COc1ccc(NC(=O)CSc2nccn2-c2ccccc2)c(OC)c1	i	-0.4%	-1%	1%	-1.5%	3%	0%	i	i	1%	9%
O=C(CSc1nnc2n(C3CCCCC3)c(=O)c3ccccc3n12)OC1CCCCC1	i	0.6%	-1%	-1%	-0.5%	21%	2%	i	i	24%	-4%
COC(=O)c1cccc(S(=O)(=O)N2CCCCC2)c1	.	1.8%	-1%	-5%	-1.5%	3%	2%	.	.	-6%	4%
O=C1[C@H]2[C@H]3[C@H](O)[C@H](O)C/C(=N/OCc4ccccc4)[C@H]3CC[C@@H]2C(=O)N1Cc1ccc2c(c1)OCO2	.	1.1%[15.4 µM]	-1%[11.5 µM]	-4%[11.5 µM]	-0.9%[15.4 µM]	.	.	.	.	-1%[11.4 µM]	.
COCCn1c(=NC(=O)CSCC(=O)Nc2cc(C)on2)sc2cc(C(=O)OC)ccc21	?	-1.3%	-2%	1%	-1.2%	8%	0%	i	?	12%	-8%
O=C(NCc1nnc(SC/C=C/c2ccccc2)o1)c1ccco1	i	1.2%	3%	0%	-3.0%	6%	-2%	i	i	-7%	6%
CCCCN(C)CCCNC(=O)Cn1c(=O)sc2ccccc21	i	-1.6%	1%	0%	-2.6%	0%	2%	i	i	11%	2%
Cc1ccc(N(C(C)C(=O)Nc2ccc3c(c2)OCO3)S(C)(=O)=O)cc1 (stereo not drawn)	i	-2.0%	-2%	-2%	-1.0%	23%	0%	i	i	-4%	-10%
COc1ccc2[nH]c(C(=O)O)c(CCNC(C)=O)c2c1	i	-0.2%	-2%	3%	-1.6%	-4%	0%	i	i	4%	-9%
CCOC(=O)C1=C(O)C(=O)N(c2ccc(S(N)(=O)=O)cc2)C1c1ccccc1 (stereo not drawn)	?	-0.9%	-2%	-2%	-0.4%	9%	0%	?	?	?	-5%
CCN1CCCC1CN(Cc1cc2c(C)cc(C)cc2[nH]c1=O)C(=O)NC1CCCCC1 (stereo not drawn)	?	-0.1%	3%	-7%	0.0%	22%	2%	i	1.2e-08M*	26%	-5%
CS(=O)(=O)N1CCN(c2nc3ccccc3s2)CC1	i	-1.3%	-1%	-2%	-1.6%	1%	0%	i	i	?	-5%

Entries above containing a thiophene ring, fused or not:
SMILES	4-MU autofl	BRCT inh red	Casp7 inh	Casp1 inh	BRCT inh green	USP2a inh	GFP derepression	Fluorescein fluor	A350 autofl	HEK293 cAMP ctrl	Ub-GFP proteasome
CCCCN(CC)S(=O)(=O)c1ccc(C(=O)Nc2nnc(-c3cccs3)o2)cc1	i	0.2%	-1%	3%	3.3%	32%[activator]	0%	i	i	25%	0%
CN1CCN(c2oc(-c3cccs3)nc2S(=O)(=O)c2ccccc2)CC1	i	-1.7%	2%	-3%	-3.5%	12%	-2%	i	i	?	7%

Going on with the list:
SMILES	4-MU autofl	BRCT inh red	Casp7 inh	Casp1 inh	BRCT inh green	USP2a inh	GFP derepression	Fluorescein fluor	A350 autofl	HEK293 cAMP ctrl	Ub-GFP proteasome
Cc1cn(C2C=CC(CO)O2)c(=O)[nH]c1=O (stereo not drawn)	i	-0.2%	3%	1%	-0.8%	5%	0%	?	i	28%	-4%
CCN(CC(=O)N1CCN(C)CC1)S(=O)(=O)c1ccc(Cl)cc1	i	-0.4%	1%	1%	-3.5%	7%	0%	?	i	9%	0%
O=C(C1CCCN1S(=O)(=O)c1cccc2cccnc12)N1CCN(c2ccccc2)CC1 (stereo not drawn)	.	-2.8%	-3%	-4%	0.5%	.	.	.	.	4%	10%
CCOC(=O)c1ccc(CC(=O)c2oc3cc(O)ccc3c2C)o1	3.9e-08M*	1.0%	?	?	1.7%	24%	-1%	2.3e-08M*	5.7e-08M*	?	-1%
CC(N=C1NS(=O)(=O)c2ccccc21)c1ccccc1 (stereo not drawn)	.	-1.4%	0%	-2%	-4.1%	9%	0%	.	.	0%	0%
COc1ccccc1-c1nnc(SCC(=O)N2CCC(C)CC2)o1	i	-0.7%	-2%	0%	1.1%	4%	3%	i	i	?	0%
Cc1cn2c(-c3ccc(Cl)cc3)nnc2s1	.	-0.1%	-1%	0%	1.1%	.	0%	.	.	?	8%
CCOC(=O)Cn1nc(-c2ccccc2)nc1-c1ccccc1	i	-1.1%	0%	0%	-2.9%	-1%	0%	i	i	?	-3%
Nc1nc(SCc2ccccn2)c2ncn(C3CCCC3)c2n1	i	-1.8%[15.4 µM]	2%[11.5 µM]	-2%[11.5 µM]	-1.9%[15.4 µM]	.	3%[9.22 µM]	i	i	-37%[inhibitor][11.4 µM]	8%[9.17 µM]
COc1cc(NC(=O)C(C)C)ccc1NC(=O)c1ccco1	?	0.1%	1%	0%	-0.6%	2%	1%	i	?	7%	-5%

Not all compounds are listed; the hit share may differ from the screen's.
